Screening results (PubChem)
BAZ2B inh: BAZ2B (human) inhibition | actives 4.4% (n = 360,000) | AlphaScreen BAZ2B-H3K14Ac peptide displacement | Potency, µM (top dose mostly 114 µM), inactives show at the highest dose activity change, negative = inhibition, most hits filed as inhibitors | Q9UIF8; note: potency is the fitted concentration of half-maximal effect; % is set by controls: 0 for no effect and ±100 for the full control effect; nearly all actives have a fitted effect of over 60% in size
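AlphaScreen luminescence quantifies BAZ2B engagement of H3K14Ac peptide; the protein and biotinylated peptide are both at 50 nM final, buffer PBS pH 7.4 with 0.01% Tween-20, all steps at room temperature.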
HP1b chromo inh: HP1-beta chromodomain-methylated histone interaction inhibition | P83916 | AlphaScreen HP1-beta / biotin-H3K9me3 peptide binding | Potency, µM (highest dose often 114 µM), without a hit: at the top dose activity change, negative = inhibition, most hits filed as inhibitors | actives 0.56% (n = 390,000) | AID 540317; note: potency is the fitted concentration of half-maximal effect; nearly all actives have a fitted effect of over 70% in size; inactives centre near 23
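Compound inhibition of the preformed complex between 50 nM HP1-beta and 50 nM biotinylated H3K9me3 peptide was read by AlphaScreen. Buffer was PBS pH 7.4 with 0.01% Tween-20. Incubations ran 30 min at room temperature, with 10 ug/mL donor/acceptor beads.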
Pin1 inhibitor: inhibitors of human Pin1. Pin1 FP peptide displacement, HiFluor488, 10 min. Potency, µM (top dose mostly 115 µM), without a hit: at the top dose activity, negative = inhibition, actives largely listed as inhibitors. actives 0.009% (n = 390,000); active = well fitted inhibition curve with a large enough effect in the polarisation, with a control signal flat, not every such curve was filed as active; inconclusive = small, poorly fitted or top-dose-only effect, or effect the other way, or a change in a side signal; inactive = no such curve, though single readings can be large or run the other way; the % refers to the polarisation; note: potency is the fitted concentration of half-maximal effect; % is set by controls: 0 for no effect and ±100 for the full control effect
JMJD2A Tudor inh: inhibitors of human JMJD2A Tudor domain. O75164. AlphaScreen JMJD2A-Tudor / H3K4me3 peptide binding. Potency, µM (doses to about 114 µM), for the others: top-dose activity change, negative = inhibition, actives largely listed as inhibitors. actives 4.4% (n = 390,000). AID 504339; note: potency is the fitted concentration of half-maximal effect; % is set by controls: 0 for no effect and ±100 for the full control effect; nearly all actives have a fitted effect of over 50% in size
POLH inh: DNA polymerase eta (human) inhibition; recombinant Pol eta, fluorescent DNA replication assay; actives 1.2% (n = 390,000); AID 588591; Q9Y253; Potency, µM (top dose mostly 114 µM), for the others: at the highest dose activity change, negative = inhibition, actives largely listed as inhibitors; note: potency is the fitted concentration of half-maximal effect; % is set by controls: 0 for no effect and ±100 for the full control effect
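Fluorescent replication assay: 50 nM final substrate added after a 15 min room-temperature compound preincubation with 10 nM enzyme. Signal taken at 0 min and again at 10 min.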
GLS inhibitor: blocks human kidney-isoform glutaminase activity | AID 624170 | actives 0.21% (n = 410,000) | O94925 | Potency, µM (top dose mostly 45.5 µM), inactives show top-dose activity change, negative = inhibition, hits mostly inhibitors | GLS enzymatic activity, qHTS titration; note: potency is the fitted concentration of half-maximal effect; % is set by controls: 0 for no effect and ±100 for the full control effect
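Compounds were pin-transferred onto hKGA, after which L-glutamine (1 mM solution) and a detection mix of glutamate oxidase, HRP and Amplex Red were added. Initial and 30 min RT fluorescence reads were collected.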
PGK inhibitor: blocks T. brucei phosphoglycerate kinase; AID 602233; PGK/GAPDH coupled, Kinase-Glo luminescence, 60 min; Potency, µM (series often up to 57.5 µM), without a hit: top-dose activity change, negative = inhibition, actives largely listed as inhibitors; actives 0.043% (n = 380,000); P07378; note: potency is the fitted concentration of half-maximal effect; % is set by controls: 0 for no effect and ±100 for the full control effect; nearly all actives have a fitted effect of over 60% in size
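Luminescent ATP detection (Kinase-Glo Plus) follows a 60-minute room-temperature incubation, with wells lacking PGK as controls. Buffer: 100 mM TEA (pH 7.6), 5 mM MgCl2, 0.01% Tween-20. Coupling enzyme GAPDH (100 nM final) supplies unstable 1,3-BPG in-well.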
G9a inh: G9a (human) methyltransferase inhibition; G9a H3K9 monomethylation, AlphaScreen, 2 h; Q96KQ7; actives 8.8% (n = 350,000); AID 504332; Potency, µM (titrated, usually from 102 µM), inactives show at the highest dose activity, negative = inhibition, actives largely listed as inhibitors; note: potency is the fitted concentration of half-maximal effect; % is set by controls: 0 for no effect and ±100 for the full control effect; nearly all actives have a fitted effect of over 75% in size
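Using a bead-based AlphaScreen, monomethylated H3K9 product from 2 h room-temperature reactions (G9a 20 nM, peptide 500 nM, SAM 20 uM) was detected with 0.5 ug/mL rabbit anti-H3K9me1 antibody.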
PI4K2A block: blocks human PI4K2A kinase activity; Q9BTU6; purified PI4K2A, ADP-Glo luminescence, 1 h; hits give low values; activity change, negative = inhibition, % at 76.9 µM; actives 0.13% (n = 420,000); in the data active = activity change below about -50%; inconclusive = mostly about -30% to -49%;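 note: -100% = wells without enzyme as full effect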
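In this quantitative HTS, ADP production by PI4K2A was quantified luminescently after 1 h at ambient temperature; 100 microM adenosine served as plate-quality control.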
* marks the source's active call; other numbers are inactive results; i = inactive; ? = inconclusive; · = not tested or not shown; [ ] = another dose, or the depositor's remark. Unless noted, calls come from the whole dose curve; as a rule, active = well fitted curve in the direction sought with a large enough effect; inconclusive = small, poorly fitted or top-dose-only effect, or another doubt; inactive = no such curve, though single readings can be large; an effect the other way counts as inactive or inconclusive. Not all compounds are listed (hit frequency here may not be typical).

SMILES	BAZ2B inh	HP1b chromo inh	Pin1 inhibitor	JMJD2A Tudor inh	POLH inh	GLS inhibitor	PGK inhibitor	G9a inh	PI4K2A block
C=CCN(CC=C)c1ccc(N2C(=O)C3CCCCC3C2=O)cc1[N+](=O)[O-] (stereo not given)	?	-17%	-4%	?	-12%	-3%	i	22µM*	7
CCCCn1c(N)c(N(CCOC)C(=O)c2cc3c(s2)CCC(C)C3)c(=O)[nH]c1=O (stereo not given)	9%	28%	8%	-6%	-6%	5%	7%	35µM*	-2
CN1CCN(c2ccc(NC(=O)COc3ccccc3[N+](=O)[O-])cc2)CC1	13%	8%	1%	-3%[57.1 µM]	-7%	17%	2%	?	6
Cc1cc(Cl)ccc1NC(=O)CCN1C(=O)C2CCCCC2C1=O (stereo not given)	10%	49%[activator]	-1%	-3%	-20%	0%	7%	25%[12.7 µM]	-2
Nc1ncc(CCN2CCOCC2)c(-c2ccc(F)cc2)n1	-3%	66%[activator]	-6%	-10%	-16%	-2%	-3%	9%	-4
CCN(CCCNC(=O)CC(C(=O)N1CCc2ccccc21)n1ccnc1)c1cccc(C)c1 (stereo not given)	37%[activator]	-34%	-1%	50µM*	-16%	29%	i	?	5
Cc1cc(C)cc(N(CC(=O)Nc2ccccc2-c2ccccc2)S(=O)(=O)c2ccccc2)c1	4%	2%	4%	-12%	-14%	2%	2%	-4%[59 µM]	1
Cc1ccc(Cn2nnc3c(=O)[nH]c(C4CCN(S(=O)(=O)c5ccc(S(=O)(=O)NC6CC6)cc5)CC4)nc32)cc1	0%	14%	13%	-7%	-18%	-9%	-6%	4%[59 µM]	1
CCOC(=O)CNC(=S)N(CCCN1CCCC1)Cc1cccs1	1%	45%[activator]	-6%	-1%	-9%	-2%	0%	-28%	-2
CC(C)C(NC(=O)c1ccccc1)C(=O)N1CCN(C/C=C/c2ccccc2)CC1 (stereo not given)	-2%	17%	-3%	-7%	-15%	-3%	13%	-8%[2.33 µM]	-20
COCCN(C(=O)COC(=O)c1cnc(C)cn1)c1c(N)n(Cc2ccccc2)c(=O)[nH]c1=O	0%	12%	-4%	-15%	4%	0%	2%	-23%	-1
CCOC(=O)CSCc1cn2cc(Cl)ccc2n1	2%	28%	-2%	-7%	-6%	-2%	-11%	5%[59 µM]	3
O=[n+]1c2c(n([O-])c3cc(F)c(F)cc31)CCCC2	-5%	25%	·	-27%	?	1%	-5%	12%[12.7 µM]	-3
COCCCn1c(=O)/c(=C/c2ccccc2OC(C)C)s/c1=C(\C#N)C(=O)Nc1ccc(C(=O)O)cc1	·	·	·	·	?	-4%	0%	·	2
O=C(NC(CO)Cc1ccc([N+](=O)[O-])cc1)C(Cl)Cl (stereo not given)	-25%	11%[57 µM]	6%	-1%	-9%	0%	-1%	-6%[59 µM]	-6
CCc1cccc(NC(=S)Nc2cccc3ccccc23)c1	-36%	-9%	-2%	-15%	-17%	-7%	-9%	-60%	3
Cc1ccc(S(=O)(=O)NC2CCCCC2)cc1	-3%	42%[activator]	-4%	-17%	-20%	-2%	3%	10%[0.501 µM]	-1
CCC(CC)C(=O)NCCc1ccc(OC)cc1	-2%	26%	14%	-9%[57.1 µM]	-6%	-9%	-1%	-12%[12.7 µM]	2
O=C(COc1ccccc1N1C(=O)C2C3C=CC(C3)C2C1=O)c1ccccc1 (stereo not given)	2%	26%	7%	11%	-9%	3%	-6%	-5%	1
Cc1ccc(S(=O)(=O)N(C)C)cc1NC(=O)Cn1c(CN2CCOCC2)nc2ccccc2c1=O	-2%	23%	-4%	3%	-20%	-8%	-3%	0%	12
COc1cc(NC(=O)c2ccco2)c(C(=O)O)cc1OC	?	68%[activator]	-4%	-9%	-7%	-4%	-5%	-5%[12.7 µM]	2
Cc1nc(NC(=O)CSC2=NCCS2)sc1C(=O)N(C)C	-16%	14%	-9%	-8%	-11%	11%	-3%	·	-7
CNC(=O)NC(=O)Cn1cnc2sc(-c3ccccc3)cc2c1=O	5%	21%	2%	-8%	-4%	0%	-9%	23%[59 µM]	1
COc1cc(NC(=O)N2CCN(c3cc(-c4noc(C)n4)ccc3C)CC2)cc(OC)c1OC	-6%	11%[57 µM]	-5%	-17%	-9%	14%	4%	14%[59 µM]	-2
CC(C)[C@H](NC(=O)C1CCC(CNC(=O)[C@@H]2CCCN2C(=O)OC(C)(C)C)CC1)C(=O)O (stereo not given in full)	3%	28%	-1%	-1%	-23%	6%	-11%	11%	-3

Laid out differently: entries from further up
| BAZ2B inh | HP1b chromo inh | Pin1 inhibitor | JMJD2A Tudor inh | POLH inh | GLS inhibitor | PGK inhibitor | G9a inh | PI4K2A block | SMILES |
| --- | --- | --- | --- | --- | --- | --- | --- | --- | --- |
| 2% | 26% | 7% | 11% | -9% | 3% | -6% | -5% | 1 | O=C(COc1ccccc1N1C(=O)C2C3C=CC(C3)C2C1=O)c1ccccc1 (stereo not given) |
| -2% | 23% | -4% | 3% | -20% | -8% | -3% | 0% | 12 | Cc1ccc(S(=O)(=O)N(C)C)cc1NC(=O)Cn1c(CN2CCOCC2)nc2ccccc2c1=O |

Continuation:
SMILES	BAZ2B inh	HP1b chromo inh	Pin1 inhibitor	JMJD2A Tudor inh	POLH inh	GLS inhibitor	PGK inhibitor	G9a inh	PI4K2A block
Cc1ccc(NC(=O)NCC2CC2(Cl)Cl)cc1 (stereo not given)	-14%	29%	-7%	4%	-9%	-3%	-7%	-4%	4
CC1(C)C(=O)Nc2ccccc2N1C(=O)COc1ccc(S(=O)(=O)N2CCOCC2)cc1Cl	?	21%	-14%	?	?	-14%	-7%	-8%[59 µM]	-4
CC(=O)c1ccc(OCCCC(=O)NCC(c2ccco2)N(C)C)cc1 (stereo not given)	-3%	12%	2%	-21%	13%	6%	0%	5%	0
CCc1c(-c2ccccc2)nc2ccccc2c1C(=O)NCCc1ccccc1	5%	2%	-4%	-16%	-15%	-11%	-5%	-2%[59 µM]	0
COc1ccc(NCc2nnc(SCC(=O)Nc3nc(-c4ccccc4)cs3)n2-c2ccccc2)cc1	1%	33%	0%	-12%[57.1 µM]	-18%	1%	-8%	5%[59 µM]	-1
COc1ccccc1CNC(=O)c1cc2cccc3c2n1CC(C)S3 (stereo not given)	5%	38%[activator]	0%	-20%	-10%	-11%	4%	-8%[59 µM]	1
COCc1c(C)cc(C)c(/C=N/O)c1C	7%	41%[activator]	8%	-9%[57.1 µM]	-11%	24%	i	21%[59 µM]	2
O=C(CN1C(=O)NC2(CCc3ccccc32)C1=O)Nc1ccccc1OC(F)F (stereo not given)	-10%	16%	8%	-24%	-4%	-2%	-8%	-48%[12.7 µM]	-10
COc1ccc(NC(=O)c2cccc3c2C(=O)c2ccc(-c4ccc(F)cc4OCc4ccccc4)cc2S3(=O)=O)cc1	·	17%	1%	-21%	-2%	11%	3%	·	-2
COc1ccc(-c2nnn(CC(=O)N(CCCO)C(C(=O)NC3CCCC3)c3ccncc3)n2)cc1 (stereo not given)	-17%	57%[activator]	-3%	-7%	-7%	-5%	0%	4%[59 µM]	2
O=C(OCC1COc2ccccc2O1)c1c(F)cccc1F (stereo not given)	153%[activator]	126%[activator]	0%	61%[activator]	-13%	-1%	·	140%[activator]	0
CC(C)NC(=O)CN(C(=O)CCC(=O)Nc1ccccn1)c1ccc(F)c(Cl)c1	·	8%	1%	6%	-5%	5%	-2%	6%[59 µM]	-7
O=C(Cn1c(=O)n(Cc2ccc(C(=O)NCc3ccc4c(c3)OCO4)cc2)c(=O)c2ccccc21)Nc1ccccc1F	1%	?	9%	-8%	6%	-1%	-8%	-18%[59 µM]	-2
O=c1[nH]c(CCl)nc2cc(-c3ccc(Cl)cc3)sc12	?	39%[activator]	-1%	-9%	?	1%	-8%	-36%[12.7 µM]	-27
CCOC(=O)N1CCC(=NNC(=O)Cn2ccc(C(F)(F)F)n2)CC1	-4%	27%	-4%	-12%	-11%	4%	i	24%	2
Cc1cc(C(=O)N2CC=C(c3ccccc3)CC2)c2ccccc2n1	4%	17%	-2%	?	-8%	1%	-2%	-39%	4
Cc1cccc(OCC2Cn3c(nc4c3c(=O)[nH]c(=O)n4C)O2)c1 (stereo not given)	-19%	36%[activator]	-1%	-1%	-15%	0%	0%	30%[59 µM]	1
COC(=O)C1=CN(Cc2ccc(F)cc2)C=C(C(=O)OC)C1c1ccc(O)c(OC)c1	10%	48%[activator]	1%	2%	-20%	1%	i	·	-2
COc1cccc(C(=O)Nc2cc(OC)ccc2NC(=O)c2ccco2)c1	-5%	21%	-1%	?	-20%	1%	i	21%	1
CCOC(=O)c1sc(NCC2CCCO2)nc1C (stereo not given)	-4%	27%	-3%	3%	-18%	0%	-7%	?	1
Cc1ccsc1CN(C(=O)c1ccc(OCC(C)C)cc1)C1CCS(=O)(=O)C1 (stereo not given)	-15%	16%	0%	-19%	·	-2%	·	-6%[59 µM]	2
O=C(Cn1ncc2c3ccccc3n(Cc3cccc(Cl)c3)c2c1=O)NCCC1=CCCCC1	-24%	13%	?	-27%	?	-1%	-8%	5%[59 µM]	-2
CCc1ccc(NC(=O)CCc2nc3sc4c(c3c(=O)[nH]2)CCCC4)cc1	-37%	30%	86%[activator]	-30%	45µM*	4%	i	-34%	-1
CC(C)Cc1cc(C(=O)N2CCC(N3CCC(C(=O)N4CCCC4)CC3)CC2)n[nH]1	-15%	16%	12%	-20%	-11%	-9%	-2%	9%	5
CC(C)CN(CC(C)C)c1nc(N)c(C#N)c(CC#N)c1C#N	-2%	36%	62%[activator]	-32%	?	-6%	-7%	5%[12.7 µM]	-10
O=C(CSc1ncnc2c1nnn2Cc1ccc(F)cc1)NCC1CCCO1 (stereo not given)	6%	36%	-3%	-17%	-19%	0%	1%	101%[activator]	6
O=C(NC1CCCCC1)C(c1cccs1)N(CCCN1CCOCC1)C(=O)c1ccc(-c2ccccc2)[nH]1 (stereo not given)	50µM*	?	-1%	?	-14%	-3%	-9%	·	-2
